zfTRPN1 agonist – activates the zebrafish TRPN1 channel. HEK293 zebrafish TRPN1-YFP, Fluo-8 calcium fluorescence; 100% = response to 87 µM carbachol. activation, % at 3 µM. 0.18% of 220,000 active;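 active means activation above its plate's cutoff, the mean activation of test wells on that plate plus 3 SD, cut at about 19% in these data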;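 further: 0% = DMSO alone and 100% = 87 µM carbachol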
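Material: zebrafish TRPN1-YFP in HEK293 cells. Doses: one dose of 3 µM, 0.3% DMSO. Incubation: dye 1 h 37 °C plus 30 min RT. Measured by: intracellular calcium fluorescence with Fluo-8.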
EP2 modulator – EP2 receptor (human) modulation. P43116. EP2-expressing cells, cAMP HTRF FRET, PGE2 co-stimulation. induction, % at 25 µM. 0.83% of 260,000 active;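 active means compounds whose cAMP rise, as percent of the full-agonist control response, exceeds 60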;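 further: rat C6 glioma line stably carrying human EP2 under a CMV promoter; the protocol text gives 20 µM as final concentration; 100% = response of wells given 1 µM PGE2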
Target sequence (P43116 whole entry, looked up): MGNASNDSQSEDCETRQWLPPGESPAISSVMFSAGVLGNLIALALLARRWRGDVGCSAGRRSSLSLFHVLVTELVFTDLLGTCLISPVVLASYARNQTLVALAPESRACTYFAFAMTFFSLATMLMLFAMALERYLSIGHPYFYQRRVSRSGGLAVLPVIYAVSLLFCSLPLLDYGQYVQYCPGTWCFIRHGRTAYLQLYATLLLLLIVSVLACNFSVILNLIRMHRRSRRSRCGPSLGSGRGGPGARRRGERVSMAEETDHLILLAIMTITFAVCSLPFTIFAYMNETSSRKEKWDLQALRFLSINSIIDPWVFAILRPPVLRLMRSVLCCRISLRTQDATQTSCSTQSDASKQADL
NPY1 pot ag – potentiates or activates human NPY-Y1 receptor; activation, % at 3.6 µM; P25929; 0.37% of 220,000 active; NPY-Y1 expressing cells, potentiator/agonist activation; AID 1304; in the data active means activation above about 33%, passing the limit was not always enough;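 further: cells stimulated with NPY at EC10 then isoproterenol at EC100; 0% = low agonist plus stimulus and 100% = saturating agonist plus stimulus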
S1P4 agonist – human S1P4 receptor agonism | O95977 | S1P4-expressing cell line, agonist reporter assay | activation, % at 4.98 µM | 0.35% of 220,000 active; in the data active means activation above about 11%;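 further: 0% = DMSO vehicle and 100% = reference agonist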
S1P4 antagonist – antagonists of human S1P4 receptor. O95977. S1P4-expressing cells, antagonist mode, reporter read-out. inhibition, % at 4.98 µM. 0.26% of 220,000 active. AID 1510; in the data active means inhibition above about 29%;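 further: 0% = wells stimulated with agonist and 100% = vehicle wells without agonist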
NPY Y1 blocker – antagonists of human neuropeptide Y receptor Y1; P25929; HEK293-CNG Y1 cells, membrane potential fluorescence; NPY at EC95, then isoproterenol; inhibition, % at 3.6 µM; 1% of 200,000 active; AID 1040;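 active means inhibition above the campaign mean inhibition of all tested compounds plus 3 SD, cut at about 20% in these data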;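 further: 0% = DMSO wells given NPY plus isoproterenol and 100% = isoproterenol alone without NPY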
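Material: Y1- and CNG-channel-expressing HEK293 cells / Probe or stimulus: NPY 25 nM then isoproterenol 1 µM plus Ro 20-1724 25 µM / Doses: 3.6 µM single dose, DMSO 0.4% / Schedule: compound incubation 1 h at room temperature, readout 45 min post-stimulation / Signal: membrane potential fluorescence / Benchmarks: isoproterenol-only wells as full block versus NPY-plus-isoproterenol wells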
CHOP inh – CHOP inhibition in unfolded protein response; 3.8% of 220,000 active; inhibition, % at 10 µM; CHO-K1 CHOP-promoter luciferase, tunicamycin-induced, 15-18 h;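 active means compounds that reduced the stress-induced luciferase reporter signal by more than about 70% of percent inhibition, limit read from the data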;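 further: 0% = tunicamycin plus vehicle and 100% = wells without tunicamycin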
NPY-Y2 PAM-ag – human NPY-Y2 potentiation or agonism, primary screen; 0.45% of 220,000 active; AID 1359; P49146; cells expressing NPY-Y2, potentiator/agonist read-out; activation, % at 3.6 µM; in the data active means activation above about 27%;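 further: cells stimulated with NPY near EC25 plus isoproterenol at EC100; 0% = vehicle plus submaximal agonist and 100% = vehicle plus saturating agonist; some results beyond the cut were filed as inactive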
TRPML3 agonist – activates the human TRPML3 channel; activation, % at 3 µM; Q8TDD5; HEK293 TRPML3-YFP, Fluo-8 calcium fluorescence; 100% = the carbachol control signal; 0.29% of 220,000 active; AID 1448;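 active means activation above its plate's cutoff, the mean activation of the plate's test wells plus 3 SD, cut at about 12% in these data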;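 further: 0% = DMSO only wells and 100% = carbachol wells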
Target sequence (Q8TDD5 whole entry, looked up): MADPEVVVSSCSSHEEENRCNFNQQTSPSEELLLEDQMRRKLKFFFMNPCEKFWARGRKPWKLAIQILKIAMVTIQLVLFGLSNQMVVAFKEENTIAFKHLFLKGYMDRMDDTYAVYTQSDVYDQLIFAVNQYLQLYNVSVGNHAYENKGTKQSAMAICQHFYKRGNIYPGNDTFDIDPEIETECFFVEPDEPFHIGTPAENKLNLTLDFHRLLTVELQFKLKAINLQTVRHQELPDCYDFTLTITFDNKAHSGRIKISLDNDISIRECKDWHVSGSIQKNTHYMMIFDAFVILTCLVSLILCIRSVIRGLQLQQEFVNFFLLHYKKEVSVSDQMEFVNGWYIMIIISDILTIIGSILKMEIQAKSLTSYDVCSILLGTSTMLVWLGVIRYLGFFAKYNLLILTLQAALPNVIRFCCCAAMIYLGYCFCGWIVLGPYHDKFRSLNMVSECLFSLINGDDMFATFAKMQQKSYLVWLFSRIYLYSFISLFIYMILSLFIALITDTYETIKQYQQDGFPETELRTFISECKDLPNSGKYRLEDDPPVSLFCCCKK
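Material: HEK293 cells stably carrying human TRPML3-YFP; compound dosing: single dose, 3 µM final nominal compound, 0.3% DMSO final; incubation: 1-h 37 °C dye load, 5-s basal, 120-s post-compound reads; technique: Fluo-8 intracellular calcium fluorescence, excitation 470-495 nm, emission 515-575 nm; read-out basis: percent activation from peak-to-basal fluorescence ratio, scaled between DMSO and carbachol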
Active calls of the source: *; & = joins results of further samples. Rows are unselected; about 6.5% have a hit in one of these screens.

Screening COc1ccc(C(CC(=O)NCc2ccco2)c2ccc(F)cc2)cc1 (stereo not given) returned zfTRPN1 agonist -0.6, EP2 modulator 5, NPY1 pot ag -9, S1P4 agonist -1.3, S1P4 antagonist 4, NPY Y1 blocker 0, CHOP inh 1, NPY-Y2 PAM-ag -3 and TRPML3 agonist 0.1.
CCOC(=O)C1=NN(C(=O)c2ccccc2)C(O)(c2ccc(C)cc2)C1 (stereo not given) was read as zfTRPN1 agonist 0.8, EP2 modulator -6, NPY1 pot ag -29, S1P4 agonist 0.2, S1P4 antagonist -10, NPY Y1 blocker 8, CHOP inh -4, NPY-Y2 PAM-ag 1 and TRPML3 agonist 0.0.
Cc1cccc(CCNC(=O)C2CCCN(S(=O)(=O)c3cnc[nH]3)C2)c1 (stereo not given) was read as zfTRPN1 agonist 0.0, EP2 modulator 27, NPY1 pot ag 2, S1P4 agonist -2.2, S1P4 antagonist -8, NPY Y1 blocker -7, CHOP inh -5, NPY-Y2 PAM-ag -14 and TRPML3 agonist -0.2.
For Cc1ccc(C(=O)N/N=C2/NC(=O)CC(C(=O)Nc3ccccc3)S2)cc1 (stereo not given) the results were zfTRPN1 agonist 0.9, EP2 modulator 21, NPY1 pot ag 2, S1P4 agonist 0.8, S1P4 antagonist 1, NPY Y1 blocker 5, CHOP inh 5, NPY-Y2 PAM-ag -4 and TRPML3 agonist -0.2.
Screening COc1ccc(-n2c(-c3ccc(Cl)cc3)c[n+]3c2CCc2ccccc2-3)cc1 returned zfTRPN1 agonist -0.4, EP2 modulator -58, NPY1 pot ag -8, S1P4 agonist -1.4, S1P4 antagonist -1, NPY Y1 blocker 23*, CHOP inh -16, NPY-Y2 PAM-ag -6 and TRPML3 agonist 0.9.
`Cc1ccc(/C=C/C(=O)Nn2cnnc2)cc1` gave zfTRPN1 agonist -0.8, EP2 modulator 26, NPY1 pot ag -11, S1P4 agonist 0.4, S1P4 antagonist 13, NPY Y1 blocker 4, CHOP inh -32, NPY-Y2 PAM-ag -8 and TRPML3 agonist 0.6.
COc1cc(OC)cc(-c2nn[nH]n2)c1 was read as zfTRPN1 agonist 2.4, EP2 modulator 12, NPY1 pot ag 3, S1P4 agonist 0.8, S1P4 antagonist -5, NPY Y1 blocker -1, CHOP inh 8, NPY-Y2 PAM-ag 8 and TRPML3 agonist 0.8.
For CCC(C)NC(=O)CN1C(=O)C(CC)Sc2ccccc21 (stereo not given) the results were zfTRPN1 agonist -1.7, EP2 modulator 32, NPY1 pot ag 5, S1P4 agonist -0.2, S1P4 antagonist 7, NPY Y1 blocker 0, CHOP inh -1, NPY-Y2 PAM-ag -12 and TRPML3 agonist 0.9.
Screening CC(=O)N1NC(=Nc2ccccc2)SC1(C)C returned zfTRPN1 agonist 4.1, EP2 modulator -41, NPY1 pot ag 13, S1P4 agonist 0.2, S1P4 antagonist 3, NPY Y1 blocker -8, CHOP inh 15, NPY-Y2 PAM-ag 2 and TRPML3 agonist 3.5.
Cn1c(=O)c2c(nc(CN3CCN(C(c4ccccc4)c4ccccc4)CC3)n2CC(N)=O)n(C)c1=O was read as zfTRPN1 agonist -0.9, EP2 modulator -2, NPY1 pot ag 8, S1P4 agonist -0.6, S1P4 antagonist -13, NPY Y1 blocker -6, CHOP inh -8, NPY-Y2 PAM-ag -3 and TRPML3 agonist 0.8.
For O=C(c1ccco1)N1CCN(C(c2ccccc2F)c2nnnn2Cc2cccs2)CC1 (stereo not given) the results were zfTRPN1 agonist 3.5, EP2 modulator 0&-1, NPY1 pot ag -3, S1P4 agonist -0.2, S1P4 antagonist -3, NPY Y1 blocker -8, CHOP inh -10, NPY-Y2 PAM-ag -5 and TRPML3 agonist 0.9.
`O=S(=O)(c1ccc(Br)cc1)n1c(Cc2ccccc2)nc2ccccc21` gave zfTRPN1 agonist 0.0, EP2 modulator 7, NPY1 pot ag 3, S1P4 agonist -0.3, S1P4 antagonist -11, NPY Y1 blocker 21*, CHOP inh -6, NPY-Y2 PAM-ag -4 and TRPML3 agonist 0.6.
Screening COc1cccc(NC(=O)CN(C)CC(=O)Nc2ccc(Br)cc2)c1 returned zfTRPN1 agonist -0.1, EP2 modulator -57, NPY1 pot ag 10, S1P4 agonist 0.6, S1P4 antagonist -20, NPY Y1 blocker 3, CHOP inh 5, NPY-Y2 PAM-ag -5 and TRPML3 agonist 0.9.
Cc1ccc(Cn2c(SCC(=O)NCc3ccco3)nc3ccsc3c2=O)cc1 was read as zfTRPN1 agonist -2.0, EP2 modulator -10, NPY1 pot ag -14, S1P4 agonist -1.6, S1P4 antagonist 7, NPY Y1 blocker 1, CHOP inh 33, NPY-Y2 PAM-ag -8 and TRPML3 agonist 0.1.
O=S(=O)(c1ccc(F)cc1)N1CC2CCCN2c2ccc(C(F)(F)F)cc21 (stereo not given) was read as zfTRPN1 agonist 0.2, EP2 modulator 15, NPY1 pot ag 64*, S1P4 agonist -2.2, S1P4 antagonist -1, NPY Y1 blocker -7, CHOP inh 75*, NPY-Y2 PAM-ag 44* and TRPML3 agonist 0.2.
For O=[n+]1c2c(n([O-])c3c1CCCC3)CCCCC2 the results were zfTRPN1 agonist 1.1, EP2 modulator 11, NPY1 pot ag -12, S1P4 agonist 0.4, S1P4 antagonist -5, NPY Y1 blocker 3, CHOP inh 9, NPY-Y2 PAM-ag -12 and TRPML3 agonist 0.4.
`O=C(/C=C/c1c(Cl)nc2ccccn12)N1CCN(c2ccccc2F)CC1` gave zfTRPN1 agonist 1.1, EP2 modulator -37, NPY1 pot ag -13, S1P4 agonist -0.2, S1P4 antagonist 7, NPY Y1 blocker 10, CHOP inh 12, NPY-Y2 PAM-ag 2 and TRPML3 agonist 0.9.
Screening COc1ccccc1CNC(=O)CSc1ccc(-c2ccncc2)nn1 returned zfTRPN1 agonist 0.7, EP2 modulator -20, NPY1 pot ag -3, S1P4 agonist 29*, S1P4 antagonist -2, NPY Y1 blocker 2, CHOP inh 2, NPY-Y2 PAM-ag 2 and TRPML3 agonist -0.2.
`Cc1ccc(NC(=O)c2c(C)noc2C)cc1` gave zfTRPN1 agonist -0.1, EP2 modulator -5, NPY1 pot ag -22, S1P4 agonist -1.0, S1P4 antagonist 4, NPY Y1 blocker 9, CHOP inh 26, NPY-Y2 PAM-ag -7 and TRPML3 agonist 0.5.
CCOC(=O)c1ccc(NC(=O)CNS(=O)(=O)c2ccccc2)cc1 was read as zfTRPN1 agonist -0.5, EP2 modulator -4, NPY1 pot ag -13, S1P4 agonist 0.8, S1P4 antagonist -6, NPY Y1 blocker 0, CHOP inh 28, NPY-Y2 PAM-ag 4 and TRPML3 agonist 0.4.
`COc1ccccc1OCc1nc(C#N)c(NCc2ccco2)o1` gave zfTRPN1 agonist -2.0, EP2 modulator 1, NPY1 pot ag -2, S1P4 agonist 0.3, S1P4 antagonist -9, NPY Y1 blocker -1, CHOP inh 11, NPY-Y2 PAM-ag 3 and TRPML3 agonist -1.8.
Screening Cc1cccc(/C=N/NC(=O)C2CCCNC2=O)c1 (stereo not given) returned zfTRPN1 agonist 3.0, EP2 modulator 29, NPY1 pot ag -19, S1P4 agonist -0.1, S1P4 antagonist -1, NPY Y1 blocker -3, CHOP inh -2, NPY-Y2 PAM-ag -6 and TRPML3 agonist 0.5.
For O=C1[C@H]2C(c3ccccc3)=NN(c3ccccc3)[C@H]2C(=O)N1c1ccccc1 the results were zfTRPN1 agonist 1.1, EP2 modulator -6, NPY1 pot ag 25, S1P4 agonist 0.6, S1P4 antagonist 13, NPY Y1 blocker -5, CHOP inh 59, NPY-Y2 PAM-ag 3 and TRPML3 agonist 1.4.
For O=C(c1cnc2ccc(Cl)cc2c1Cl)N1CCOCC1 the results were zfTRPN1 agonist -0.8, EP2 modulator 16, NPY1 pot ag -8, S1P4 agonist 26*, S1P4 antagonist -6, NPY Y1 blocker 2, CHOP inh 5, NPY-Y2 PAM-ag -11 and TRPML3 agonist 0.6.
Screening CCOC(=O)c1c(NC(=O)Cn2nc(C(F)F)cc2C(F)F)sc(C)c1C returned zfTRPN1 agonist -0.9, EP2 modulator 39, NPY1 pot ag -20, S1P4 agonist -2.6, S1P4 antagonist 1, NPY Y1 blocker 13, CHOP inh -5, NPY-Y2 PAM-ag -10 and TRPML3 agonist 0.5.
Screening CCn1c(C)nc2c1C(=O)c1ccccc1C2=O returned zfTRPN1 agonist -1.0, EP2 modulator 28, NPY1 pot ag 0, S1P4 agonist -2.0, S1P4 antagonist -5, NPY Y1 blocker -2, CHOP inh 25, NPY-Y2 PAM-ag 4 and TRPML3 agonist -0.4.
CC(C)c1cccc(C(C)C)c1NC(=O)COC(=O)[C@H](C)NC(N)=O was read as zfTRPN1 agonist 0.9, EP2 modulator 6, NPY1 pot ag -16, S1P4 agonist 0.4, S1P4 antagonist -10, NPY Y1 blocker 4, CHOP inh 10, NPY-Y2 PAM-ag -7 and TRPML3 agonist 1.0.
O=c1c(-c2cccc([N+](=O)[O-])c2)[n+]([O-])c2ccccc2n1O was read as zfTRPN1 agonist 1.7, EP2 modulator 25, NPY1 pot ag -12, S1P4 agonist 1.2, S1P4 antagonist -24, CHOP inh -14, NPY-Y2 PAM-ag -7 and TRPML3 agonist -0.2.
`S=c1[nH]nc(COc2ccc(Cl)cc2)o1` gave zfTRPN1 agonist 0.7, EP2 modulator -3&-11, NPY1 pot ag -11, S1P4 agonist 2.7, S1P4 antagonist -20, NPY Y1 blocker 5, CHOP inh 38, NPY-Y2 PAM-ag -7 and TRPML3 agonist 0.9.
`COc1ccc(-n2c(=O)c3ccccc3n(CC(=O)Nc3cc(C)on3)c2=O)cc1OC` gave zfTRPN1 agonist 0.3, EP2 modulator 3, NPY1 pot ag 10, S1P4 agonist 3.3, S1P4 antagonist 1, NPY Y1 blocker -5, CHOP inh -25, NPY-Y2 PAM-ag 8 and TRPML3 agonist 0.0.
For CCNCc1cc(Cl)c(OCc2ccccc2)c(OCC)c1 the results were zfTRPN1 agonist 0.0, EP2 modulator -13, NPY1 pot ag -22, S1P4 agonist 2.0, S1P4 antagonist -21, NPY Y1 blocker -2, CHOP inh -10, NPY-Y2 PAM-ag -7 and TRPML3 agonist 0.8.
Screening CC(=O)Nc1nc(C)c(C(C)=O)s1 returned zfTRPN1 agonist 1.6, EP2 modulator 17, NPY1 pot ag -7, S1P4 agonist -0.2, S1P4 antagonist 0, NPY Y1 blocker 2, CHOP inh -23, NPY-Y2 PAM-ag -8 and TRPML3 agonist 1.3.

For reference, some entries already given.
`COc1ccccc1OCc1nc(C#N)c(NCc2ccco2)o1` gave zfTRPN1 agonist -2.0, EP2 modulator 1, NPY1 pot ag -2, S1P4 agonist 0.3, S1P4 antagonist -9, NPY Y1 blocker -1, CHOP inh 11, NPY-Y2 PAM-ag 3 and TRPML3 agonist -1.8.
Screening Cc1cccc(/C=N/NC(=O)C2CCCNC2=O)c1 (stereo not given) returned zfTRPN1 agonist 3.0, EP2 modulator 29, NPY1 pot ag -19, S1P4 agonist -0.1, S1P4 antagonist -1, NPY Y1 blocker -3, CHOP inh -2, NPY-Y2 PAM-ag -6 and TRPML3 agonist 0.5.
